# MBNL1 CUG block: inhibitors of human MBNL1 binding to CUG repeat RNA. AID 2675. actives 0.036% (n = 280,000). TR-FRET MBNL1-His/biotin-(CUG)12 binding, 665/545 ratio. Potency, µM (highest dose often 57.5 µM), for inactives: top-dose activity change, negative = inhibition, most hits filed as inhibitors. Q9NR56; active = well fitted inhibition curve with a large enough effect in the signal ratio, with a control signal flat, not every such curve was filed as active; inconclusive = small, poorly fitted or top-dose-only effect, or effect the other way, or a change in a side signal; inactive = no such curve, though single readings can be large or run the other way; the % refers to the signal ratio; also: potency is read from the fitted curve at half-maximal effect; % is scaled to controls: 0 for no effect and ±100 for the full control effect
# Target sequence (Q9NR56 whole entry, looked up): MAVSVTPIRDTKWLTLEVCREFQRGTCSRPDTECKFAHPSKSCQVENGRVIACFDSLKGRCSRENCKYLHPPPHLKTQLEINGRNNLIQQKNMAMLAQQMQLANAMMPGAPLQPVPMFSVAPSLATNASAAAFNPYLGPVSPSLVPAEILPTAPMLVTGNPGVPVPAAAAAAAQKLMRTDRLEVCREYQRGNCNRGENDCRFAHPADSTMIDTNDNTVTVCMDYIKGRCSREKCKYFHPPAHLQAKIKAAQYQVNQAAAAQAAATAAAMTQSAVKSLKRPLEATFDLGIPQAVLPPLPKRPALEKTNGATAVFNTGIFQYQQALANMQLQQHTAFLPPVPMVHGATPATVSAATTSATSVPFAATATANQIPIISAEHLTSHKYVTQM
#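 Compounds (final 92 nM to 58 uM) are added to His-tagged MBNL1 and biotin-(CUG)12, then terbium anti-His antibody and streptavidin-XL665 (5 nM final). After 60 min at room temperature, the 665/545 nm ratio is read.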
# USP2a inh: inhibitors of human ubiquitin-specific protease USP2a; AID 463254; O75604; Potency, µM (top dose mostly 38.3 µM), without a hit: at the highest dose activity change, negative = inhibition, actives largely listed as inhibitors; USP2 core, Ub-CHOP2 coupled fluorogenic reporter, 485/531; actives 0.01% (n = 330,000);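 also: potency is read from the fitted curve at half-maximal effect; plate controls were DMSO wells for no effect and full inhibition by NEM control for full effect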
#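 Deubiquitinase activity read as fluorescence (485/531 nm) after Ub-CHOP2 cleavage activates the enterokinase reporter on its substrate; USP2 core 10nM, Ub-CHOP2 and substrate 25nM each, 30min compound preincubation then 60min RT; data normalized to NEM, curves fitted.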
# BCR signal inh: inhibitors of chronic active B-cell receptor signaling. actives 0.05% (n = 340,000). ABC-DLBCL IkBa-CBG/CBR reporter, luminescence ratio, 4 h. Potency, µM (series often up to 46.1 µM), inactives show top-dose ratio change, negative = lower green/red ratio, actives largely listed as inhibitors; active = well fitted inhibition curve with a large enough effect in the signal ratio, with a control signal flat, not every such curve was filed as active; inconclusive = small, poorly fitted or top-dose-only effect, or effect the other way, or a change in a side signal; the % refers to the signal ratio;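 also: potency is read from the fitted curve at half-maximal effect; plate controls were basal doxycycline-induced cells for no effect and cells given 10 µM MG132 for full effect; MG132 reads +100%, hits lower the ratio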
#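 TMD8 ABC-DLBCL cells carrying doxycycline-inducible green luciferase fused to IkappaBalpha plus unfused red luciferase were exposed to compounds (up to 46 uM) for 4 hrs at 37C. Activity came from the overlap-corrected green/red luminescence ratio.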
# Eya2 phos inh: inhibitors of human Eya2 phosphatase activity; O00167; recombinant Eya2, OMFP fluorescence dephosphorylation (OMFP is methylfluorescein phosphate); Potency, µM (top dose mostly 76.9 µM), inactives show at the highest dose activity, negative = inhibition, most hits filed as inhibitors; actives 0.006% (n = 330,000); AID 488837; also: potency is read from the fitted curve at half-maximal effect; % is scaled to controls: 0 for no effect and ±100 for the full control effect
#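 Eya2 protein (added as 0.2 uM solution) was preincubated with compound for 10 min at ambient temperature in 50 mM HEPES pH 7.5, 50 mM NaCl, 5 uM MgCl2, 0.05% BSA, 1 mM DTT. OMFP (added at 50 uM) then reacted 10 min; fluorescence read at 485/525 nm.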
# PKM2 act: PKM2 (human) enzyme activation; Potency, µM (highest dose often 57.5 µM), for inactives: at the top dose activation, actives largely listed as activators; P14618; actives 0.34% (n = 260,000); purified PKM2, Kinase-Glo ATP luminescence, activation; response scale: 0% is enzyme alone, no compound; also: potency is read from the fitted curve at half-maximal effect; % is scaled to controls: 0 for no effect and ±100 for the full control effect; nearly all actives have a fitted effect of over 55% in size
#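 Purified hPK-M2 (>95%) run at intermediate activity with 0.1 mM ADP and 0.5 mM PEP in 50 mM imidazole pH 7.2, KCl, MgCl2; 1 h room temperature. ATP formed read by Kinase-Glo luminescence; normalized to uninhibited and no-enzyme controls.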
# KCNH2 WT inh: inhibitors of human wildtype KCNH2 potassium channel; U2OS, BacMam KCNH2, thallium flux FluxOr; hits give low values; actives 0.37% (n = 340,000); activity change, % at 1.84 µM;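 active = maximum activity change below -70%; inconclusive = maximum activity change between -70% and -50%; inactive = maximum activity change above -50%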; also: % is scaled to controls: 0 for no effect and ±100 for the full control effect
#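 U2OS cells were transduced with wild-type KCNH2 virus (2.03 x 10^8 / mL) for 4 h at room temperature, then cultured overnight at 37 C. Thallium flux was read with FluxOr dye. Rate constants were normalized to DMSO controls.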
# TSHR antag: antagonists of human thyroid stimulating hormone receptor; activity change, negative = inhibition, % at 11.5 µM; P16473; AID 504810; TSHR-expressing cells, TSH-stimulated cAMP HTRF, 2 h; hits give low values; actives 0.2% (n = 330,000);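 active = activity change below a set negative limit, meaning inhibition stronger than a set level, cut at about -70% in these data; inconclusive = activity change between two set negative limits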; also: % is scaled to controls: 0 for no effect and ±100 for the full control effect
#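 Read-out is FRET at 665 nm (cryptate excitation 337 nm) from a cryptate-tagged anti-cAMP antibody, competed by cell cAMP against cAMP-d2. Compounds are tested on freshly harvested TSHR cells challenged with 4nM TSH (EC80) for 2 hours at 37 deg C.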
# S-ASM inh: inhibitors of human secretory acid sphingomyelinase. P17405. placental ASM, HMU-PC fluorogenic substrate, 60 min. Potency, µM (top dose mostly 57.5 µM), for the others: at the highest dose activity change, negative = inhibition, usual class: inhibitors. actives 0.006% (n = 340,000); also: potency is read from the fitted curve at half-maximal effect
#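 Human placenta-derived ASM preincubated with compound 10 min at room temperature, then reacted with 9 uM (final) fluorogenic HMU-PC substrate for 60 min at 37 C. Stop solution raises pH to 10; fluorescence read at Ex 386/Em 447 nm.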
# Mito fusion act: blocks mitochondrial division or promotes mitochondrial fusion | S. cerevisiae fusion-defective mutant growth rescue, CellTiterGlo 48 h | Potency, µM (titrated, usually from 46.1 µM), for inactives: top-dose growth rescue (activation), hits mostly activators | actives 0.23% (n = 320,000) | AID 485298;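 also: potency is read from the fitted curve at half-maximal effect; % of control where 0% means no effect; nearly all actives have a fitted effect of over 45% in size; temperature-sensitive fusion mutants such as fzo1-1 at 37 °C on non-fermentable ethanol glycerol medium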
#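 S. cerevisiae fusion-defective temperature-sensitive mutants (e.g. fzo1-1, mgm1-5) grown 48 h at 37C in YPEG (ethanol/glycerol non-fermentable) medium with 23 nl compound per well; growth rescue read as CellTiterGlo luminescence.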
# GALK inh: inhibitors of human galactokinase; Potency, µM (top dose mostly 57.5 µM), for inactives: at the highest dose activity change, negative = inhibition, actives largely listed as inhibitors; Purified GALK, Kinase-Glo residual ATP luminescence; P51570; actives 0.007% (n = 270,000); also: potency is read from the fitted curve at half-maximal effect; % is scaled to controls: 0 for no effect and ±100 for the full control effect
#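 Quantitative HTS: GALK 5 nM, ATP 35 uM, galactose 100 uM, 1 h room temperature, then luciferase-based ATP detection.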
# Menin MLL FP TR: inhibitors of human menin-MLL interaction, mutant MLL peptide; O00255; Menin + Texas Red MLL mutant peptide, fluorescence polarization; Potency, µM (highest dose often 61.6 µM), inactives show at the top dose FP activity change, negative = inhibition, hits mostly inhibitors; actives 0.23% (n = 270,000); AID 1768; active = well fitted inhibition curve with a large enough effect in the polarisation, with a control signal flat, not every such curve was filed as active; inconclusive = small, poorly fitted or top-dose-only effect, or effect the other way, or a change in a side signal; inactive = no such curve, though single readings can be large or run the other way; the % refers to the polarisation; also: potency is read from the fitted curve at half-maximal effect; % of control where 0% means no effect; many of its hits are not listed in these tables
# Target sequence (O00255 whole entry, looked up): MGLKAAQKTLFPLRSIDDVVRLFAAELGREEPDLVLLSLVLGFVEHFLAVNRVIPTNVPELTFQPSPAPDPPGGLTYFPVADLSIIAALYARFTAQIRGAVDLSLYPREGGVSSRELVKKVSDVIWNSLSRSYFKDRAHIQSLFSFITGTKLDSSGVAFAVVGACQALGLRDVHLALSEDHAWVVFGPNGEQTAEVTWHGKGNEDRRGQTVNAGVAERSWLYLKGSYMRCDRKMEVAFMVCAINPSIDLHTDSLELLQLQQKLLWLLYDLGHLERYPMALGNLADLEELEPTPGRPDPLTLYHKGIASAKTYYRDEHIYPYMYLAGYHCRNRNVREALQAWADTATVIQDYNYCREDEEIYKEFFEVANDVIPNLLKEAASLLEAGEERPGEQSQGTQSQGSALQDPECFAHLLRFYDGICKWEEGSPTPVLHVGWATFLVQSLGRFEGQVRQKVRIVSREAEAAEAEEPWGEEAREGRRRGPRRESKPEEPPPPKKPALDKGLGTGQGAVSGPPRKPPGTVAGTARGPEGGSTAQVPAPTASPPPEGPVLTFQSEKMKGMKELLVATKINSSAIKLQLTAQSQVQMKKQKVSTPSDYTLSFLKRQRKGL
# Numbers without * were called inactive; ? = inconclusive; . = no result given; [ ] = another dose, or the depositor's remark. Unless noted, calls follow the shape of the dose curve; as a rule, active = well fitted curve in the direction sought with a large enough effect; inconclusive = small, poorly fitted or top-dose-only effect, or another doubt; inactive = no such curve, though single readings can be large; an effect the other way counts as inactive or inconclusive.
SMILES,MBNL1 CUG block,USP2a inh,BCR signal inh,Eya2 phos inh,PKM2 act,KCNH2 WT inh,TSHR antag,S-ASM inh,Mito fusion act,GALK inh,Menin MLL FP TR
CN(C)c1ccc(/C=C(\C#N)C(=O)Nc2nc3c(s2)CCN(Cc2ccccc2)C3)cc1,13%,6%,-20%,57%,-2%,-10,-3,-1%,2%,3%,-18%
Cc1ccc(S(=O)(=O)Nc2c(C(=O)O)[nH]c3ccccc23)cc1C,-4%,0%,5%,6%,.,1,-7,12%,10%,-1%,?
CC(C)(C)C(C(=O)n1cccc1C#N)c1ccccc1 (configuration not stated),.,0%,1%,8%,.,-8,11,-3%,-14%,.,.
Cc1ccc(C(C(=O)NC2CCCC2)N(C(=O)CCC(=O)Nc2cc(C)on2)c2ccccc2)cc1 (configuration not stated),2%,4%,2%,-22%,5%,5,1,1%,-4%,-3%,-1%
CCN1CCN(CCOCCOc2ccccc2)CC1,1%,-17%,?,0%,0%,0,18,-1%,-2%,0%,-9%
Cc1ccc(C)c(NS(=O)(=O)c2ccc(OCC(=O)N3CCCC3)cc2)c1,-2%,9%,?,-34%,-2%,8,-6,0%,-2%,0%,12%
C=C(C)C1CC=C(C)/C(=N/NC(=O)COc2ccc(C)cc2)C1 (configuration not stated),?,1%,6%,1%,3%,.,-7,1%,3%,0%,-6%
Cc1ccc(NC(=O)COC(=O)C2=NNC(=O)CC2)c(Br)c1,.,3%,-3%,8%,.,0,.,5%,.,.,.
CCOC(=O)Nc1ccc(C)cc1Br,2%,2%,-15%,14%,1%,16,7,3%,0%,-2%,9%
CCOc1ccc(-c2cc(CCCC(=O)NCCC(C)C)no2)cc1,-12%,-12%,?,-7%,-9%,-15,0,-3%,3%,0%,-1%
O=C(CN(Cc1ccccc1Cl)C(=O)CN1C(=O)CSc2ccccc21)NC1CC1,-7%,-2%,6%,3%,.,2,0,3%,4%,-2%,0%
CC1=CS/C(=C(/C#N)C(=O)N2CCOCC2)N1c1ccccc1,4%,0%,-2%,3%,-11%,7,8,1%,0%,4%,15%
CC(Sc1ncccn1)C(=O)Nc1ccc2c(c1)OCO2 (configuration not stated),.,11%,0%,-19%,.,-14,.,5%,.,.,.
COc1cc2c(cc1OC)C(C(=O)NC(C)c1ccccc1)CC(=O)N2 (configuration not stated),-7%,0%,-7%,-2%,5%[11.5 µM],-9,4,-1%,2%,8%,-6%
O=C(CCc1nc(-c2cccs2)no1)NCc1ccc(F)cc1Cl,-12%,-2%,-29%,7%,-3%,-13,6,-1%,2%,2%,0%
COc1ccc(C(CC(=O)c2ccccc2)CC(=O)c2ccccc2)cc1,0%,-1%,-11%,7%,0%,-2,-16,-2%,7%,-1%,.
COc1ccccc1C(O)(C(=O)NN(C(=O)c1ccccc1)c1ccccc1C)c1cccs1 (configuration not stated),6%,2%,1%,15%,3%,-5,-4,7%,5%,2%,-23%
COc1ccccc1C(=O)C1CCCN(C(=O)c2cccnc2SC)C1 (configuration not stated),5%,8%,11%,-22%,-3%,10,-1,1%,4%,1%,0%
CCc1ccc(CN2CCN(c3ncccn3)CC2)cc1,-7%,0%,3%,1%,1%,-27,11,2%,3%,-3%,5%
CCN(c1ccccc1)S(=O)(=O)c1ccc(C(=O)N(CCCN(C)C)c2nc3c(C)cccc3s2)cc1,3%,-4%,11%,-5%,-2%,12,-1,-4%,-13%,6%,.
CCc1ccccc1NC(=O)Nc1ccc(F)cc1,-15%,-1%,?,3%,-6%,10,-6,4%,-2%,3%,6%
O=C(NCc1cccc(F)c1)c1ccc(N2C(=O)Cn3c(cc4sccc43)C2=O)cc1,.,-4%,-6%,1%,4%,0,2,-2%,-7%,0%,-16%
CNC(=O)c1c(NC(=O)c2ccco2)sc(C)c1C,.,-1%,4%,7%,.,1,-18,1%,20%,.,.
CCOc1ccccc1NC(=O)CNC(=O)c1nn(-c2ccc(OC)c(OC)c2)c(=O)c2ccccc12,?,-2%,?,-2%,5%,4,-20,-10%,16%,-3%,18%
Cn1ncc(SCc2ccccc2)c(Cl)c1=O,15%,-1%,-2%,0%,18µM*,10,-5,-2%,-8%,1%,.
COc1cc2c(cc1OC)C(C(=O)Nc1ccc(F)c(Cl)c1)CC(=O)N2 (configuration not stated),-3%,0%,-3%,4%,2%[11.5 µM],2,11,-3%,4%,-8%,4%
COc1ccc(Cl)cc1NC(=O)CN(C)C(=O)C1COc2ccccc2O1 (configuration not stated),.,0%,-11%,6%,.,32,3,-3%,.,.,.
O=C(NCC(=O)N1CCN(c2ccccc2)CC1)c1ccccc1,0%,-1%,?,2%,.,3,3,0%,2%,.,1%
COC(=O)c1ccc(COc2ccc(C=O)cc2)o1,2%,-1%,-3%,3%,-2%[11.5 µM],3,-7,-1%,0%,6%,-1%
O=C(CCc1ccccc1)N/N=C/c1cccc([N+](=O)[O-])c1,?,-3%,-10%,-15%,-1%,-19,-12,3%,-10%,-1%,29%
CCOC(=O)N1CCN(Cc2c(F)cccc2Cl)CC1,-6%,1%,3%,-1%,11%,-2,10,3%,0%,0%,-17%
O=C(NCCCn1cccn1)C1CCC(=O)N(CCc2ccccc2)C1 (configuration not stated),5%,2%,6%,2%,.,3,-9,4%,-9%,-1%,.
O=C(NCCCN1CCOCC1)c1cccc(NS(=O)(=O)c2ccc(Br)cc2)c1,.,1%,4%,-10%,.,-1,0,0%,-1%,.,.
CC1CCCC(NC(=O)COC(=O)/C=C/c2ccc(F)cc2)C1C (configuration not stated),.,3%,-1%,4%,.,-11,.,-1%,.,.,.
N#CC1(Nc2ccccc2)C(=O)Nc2ccccc21 (configuration not stated),?,-1%,-21%,-1%,5%,-4,-1,0%,-2%,1%,-7%
O=C(O)CCCCCNc1nc(-c2ccccc2)nc2ccccc12,-3%,1%,?,-2%,-3%[11.5 µM],1,-3,6%,2%,-6%,9%
CCN(CC)S(=O)(=O)c1ccc(Cl)c(C(=O)OCC(=O)c2c(N)n(C)c(=O)n(C)c2=O)c1,-11%,-2%,-25%,-11%,2%,0,-7,-4%,5%,2%,.
O=C(CCN1CCc2ccccc2C1)Nc1ccc2c(c1)OCO2,1%,1%,2%,5%,5%,-10,4,-3%,2%,0%,-8%
Cn1ncc(Cl)c(Oc2ccccc2)c1=O,20%,4%,-10%,-9%,0%,-21,-1,4%,0%,2%,15%

# Complete entries as entered above. Values in the order: MBNL1 CUG block | USP2a inh | BCR signal inh | Eya2 phos inh | PKM2 act | KCNH2 WT inh | TSHR antag | S-ASM inh | Mito fusion act | GALK inh | Menin MLL FP TR
# `O=C(NCCCn1cccn1)C1CCC(=O)N(CCc2ccccc2)C1` (configuration not stated) in the list: 5% | 2% | 6% | 2% | . | 3 | -9 | 4% | -9% | -1% | .
# `Cn1ncc(SCc2ccccc2)c(Cl)c1=O` in the list: 15% | -1% | -2% | 0% | 18µM* | 10 | -5 | -2% | -8% | 1% | .
# `O=C(NCC(=O)N1CCN(c2ccccc2)CC1)c1ccccc1` in the list: 0% | -1% | ? | 2% | . | 3 | 3 | 0% | 2% | . | 1%

# Screening results (PubChem BioAssay)

# Some of the compounds tested; rates above refer to the full screens.
